Compound activity from PubChem BioAssay.
p53ts 39C tox – qHTS Screen for Compounds that Selectively Target Cancer Cells with p53 Mutations: Cytotoxicity of p53ts Cells at the Nonpermissive Temperature. H1299-p53A138V viability at 39C, ATP luminescence, 24 h. Potency, µM (top dose mostly 46.1 µM), for the others: top-dose activity change, negative = cell killing, actives largely listed as cytotoxic. 130,000 compounds, 1.5% hits. AID 902, 2007; further: nearly all actives have a fitted effect of over 55% in size
p53ts 32C kill – qHTS Screen for Compounds that Selectively Target Cancer Cells with p53 Mutations: Cytotoxicity of p53ts Cells at the Permissive Temperature | Potency, µM (titrated, usually from 46.1 µM), for the others: at the highest dose activity change, negative = cytotoxicity, most hits filed as cytotoxic | 130,000 compounds, 0.93% hits | AID 924, 2007 | H1299-p53A138V at 32C, ATP luminescence viability, 24 h;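 further: 0% = DMSO and -100% = full killing by reference compound; nearly all actives have a fitted effect of over 55% in size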
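ATP-content luminescence (ATPlite) read-out after 24 h compound exposure at 32C in H1299-p53A138V cells (600/well). Tested up to 46 uM. Normalized to DMSO (0%) and 100 uM tamoxifen (100% killing); Hill-fit AC50.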
IkB signaling – IkB Signaling | ABC-DLBCL IkBa-CBG/CBR dual luciferase ratio, 4 h; response scale: scaled: untreated 0%, proteasome inhibitor 100% | 110,000 compounds, 0.04% hits | Potency, µM (series often up to 57.1 µM), for inactives: at the top dose IkBa stabilization activation; active means well fitted curve in the direction sought with a large enough effect in the signal ratio, not every such curve was filed as active; inconclusive means small, poorly fitted or top-dose-only effect, or a change in a side signal; the % refers to the signal ratio;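 further: the direction sought is a rising ratio; 0% = basal untreated cells and 100% = reference inhibitor full response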
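Curves were fitted separately to fusion (green), unfused (red) and ratio luminescence, then classed by r2, magnitude and activity. Cells: OCI-Ly3, 4 h compound plus doxycycline at 37C; 10 uM MG-132 defined full response.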
Peg3 imprint – qHTS Assay for Compounds that Induce Erasure of Genomic Imprints; mouse ES Peg3-LacZ reporter, beta-gal luminescence, 40 h; Potency, µM (top dose mostly 60.7 µM), for the others: at the highest dose activity change, positive = activation, actives largely listed as activators; 110,000 compounds, 0.02% hits;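 further: 0% = negative control wells on the plate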
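Gelatin-coated wells received 300 freshly trypsinized female ES cells with a Peg3LacZ-Neo reporter on the maternal allele, then incubated 40 hours at 37C. BetaGlo was added for 5 minutes at room temperature before a single luminescence read.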
Numbers without * were called inactive; ? = inconclusive; / = not tested or not shown; [ ] = another dose, or the depositor's remark. Unless noted, the call rests on the fitted dose curve; in most records, active means well fitted curve in the direction sought with a large enough effect; inconclusive means small, poorly fitted or top-dose-only effect, or another doubt; inactive means no such curve, though single readings can be large; an effect the other way counts as inactive or inconclusive. Unless noted, on the % scale 0 is the no-effect control and ±100 the full control effect; potency means the concentration at half of the fitted maximal effect. No enrichment for hits. About 1.8% of those tested had a hit in this group.

structure | p53ts 39C tox | p53ts 32C kill | IkB signaling | Peg3 imprint
CCOc1ccc(NCc2nc3ccccc3n2CCOc2ccc(C)cc2)cc1 | -17% | 14% | 10% | -19%[10.9 µM]
COc1ccc(C2CC(c3cccs3)=Nc3ccccc3S2)cc1 (centres undefined) | 47% | 25µM* | / | /
COc1ccc(OC)c(NC2=C(c3ccccc3)C(=O)c3ccccc32)c1 | -14% | -2% | ? | -19%[10.9 µM]
CN(C)c1ccc(C(=O)Nc2nc3c(s2)CCCC3)cc1 | ? | ? | ? | -90%[inhibitor]
CCOc1ccc(CC(=O)Nc2c(C(=O)c3ccc(C)cc3)oc3ccccc23)cc1OCC | ? | -5% | -0.9% | -13%[10.9 µM]
Cc1cc(CN2CCN(c3cccc(C)c3C)CC2)cs1 | -17% | -17% | ? | -14%[10.9 µM]
CN1CCc2nc3sc(C(=O)Nc4ccccc4C(F)(F)F)c(N)c3cc2C1 | -16% | 2% | ? | -6%[10.9 µM]
CCCCCOC(=O)CSc1nc2c(c(=O)[nH]c(=O)n2C)n1Cc1ccc(Cl)cc1 | 0% | 0% | 1.6% | -13%
CCOC(=O)c1sc(NC(=O)C2CCCO2)c(C(=O)OC)c1C (centres undefined) | 5% | 7% | 0.7% | -9%
O=C(Cn1c(SCc2ccccc2F)nc2ccncc21)Nc1ccccc1C(F)(F)F | -12% | -14% | 0.0% | -11%[10.9 µM]
Cc1ccc(S(=O)(=O)N2CCC(C(=O)Nc3nnc(COc4ccccc4)s3)CC2)cc1 | 8% | -2% | 2.2% | -9%
O=C(CSc1nc2c(c(C(F)(F)F)n1)CCc1ccccc1-2)NCc1ccc(F)cc1 | -1% | 1% | / | /
C[C@@H](CNC1CCCCC1)OC(=O)c1ccccc1 | 17%[20.6 µM] | -2%[20.6 µM] | 1.5%[25.6 µM] | -19%[16.8 µM]
COc1ccc(NC(=O)CSc2nnc(-c3ccncc3)n2CC2CCCO2)c(OC)c1 (centres undefined) | 2% | 7% | 1.0% | -4%
Cc1ccc(Cl)cc1NC(=O)N1CCC2(CC1)Oc1ccccc1C(=O)N2Cc1ccccc1F | 17% | 11% | -0.8% | -14%[10.9 µM]
COc1ccc(OC)c(NC(=O)c2ccc(CN3CCOCC3)cc2)c1 | -5% | -19% | -0.2% | -13%
Cn1ccnc1Sc1nc(Nc2cccc(Cl)c2)nc(N2CCOCC2)n1 | -6% | 44%[activator] | 6.5% | -6%
COc1ccccc1CNc1ccc(-c2nc(-c3ccco3)no2)cc1[N+](=O)[O-] | -3% | -3% | 1.0% | -4%[10.9 µM]
Cc1cc(C)n2nc(C(=O)OCC(=O)Nc3ccc4c(c3)OCO4)nc2n1 | -2% | 2% | 0.2% | 0%
CCc1ccccc1NC(=O)c1cn(C)c(=O)c2ccccc12 | 9% | 0% | -0.3% | -21%[10.9 µM]
c1ccc2c3nnc4n(c-3nc2c1)CCCS4 | 4% | 12% | -4.6% | -23%
O=C(Nc1nccs1)C1CCCN1S(=O)(=O)c1ccc(F)cc1 (centres undefined) | 14% | 13% | -0.1% | -3%
O=C(Cn1ncc2c3ccccc3n(Cc3ccc(Cl)cc3)c2c1=O)NCCC1=CCCCC1 | 18% | -12% | 0.9% | -4%[10.9 µM]
Cc1nc(SCC(=O)Nc2ccccc2C)cc(-c2ccccc2)n1 | -5% | ? | -0.6% | -9%[10.9 µM]
CS(=O)(=O)N(CC(=O)NCCSCc1ccccc1)c1cc(C(F)(F)F)ccc1Cl | 20% | 14% | ? | -10%[10.9 µM]
Fc1ccc(Nc2c(-c3ccccn3)nc3ccc(Cl)cn23)cc1 | -19% | -4% | 3.1% | -9%[10.9 µM]
COc1cc(N)c(Cl)cc1C(=O)NC1CCN(Cc2ccccc2)CC1 | -9% | 2% | -0.3%[25.6 µM] | -16%
O=C(CCC(=O)c1cccs1)OCC(=O)c1ccc(Cl)s1 | 3% | -2% | -0.3% | -3%
Cc1c(C(=O)OCCOc2ccccc2)[nH]c2c1C(=O)CC(c1ccccc1)C2 (centres undefined) | ? | 1% | 3.9% | -21%[10.9 µM]
COc1ncc2nc(C)c(=O)n(C3CC3)c2n1 | 3% | 10% | -0.8%[11.4 µM] | ?
CCOC(=O)c1c(NC(=O)c2cc(-c3cccc(OC)c3)on2)sc2c1CCCC2 | -6% | 2% | 3.2% | 15%[10.9 µM]
CN(C)c1ncc2nc(-c3cccs3)c(=O)n(C[C@H]3CCCO3)c2n1 | -3% | 12% | 1.9%[11.4 µM] | -3%
O=C(NC1CCCc2ccccc21)C1CCN(S(=O)(=O)c2cnc[nH]2)CC1 (centres undefined) | -6% | -7% | 0.8% | 2%
COC(=O)Cn1c(C)c(C#N)c2ccccc21 | 12% | -4% | / | /
O=C(COc1ccccc1)Nc1ccc(C(=O)OCc2cc(=O)n3nc(C4CC4)sc3n2)cc1 | -26% | -4% | 1.0% | 20%[10.9 µM]
O=C(O)CCSCC(=O)Nc1c(C(=O)C2CC2)oc2ccccc12 | -1% | -6% | -3.2% | -5%

Part of the list above, field by field.
COc1cc(N)c(Cl)cc1C(=O)NC1CCN(Cc2ccccc2)CC1
  p53ts 39C tox: -9%
  p53ts 32C kill: 2%
  IkB signaling: -0.3%[25.6 µM]
  Peg3 imprint: -16%

O=C(CCC(=O)c1cccs1)OCC(=O)c1ccc(Cl)s1
  p53ts 39C tox: 3%
  p53ts 32C kill: -2%
  IkB signaling: -0.3%
  Peg3 imprint: -3%

Cc1c(C(=O)OCCOc2ccccc2)[nH]c2c1C(=O)CC(c1ccccc1)C2 (centres undefined)
  p53ts 39C tox: ?
  p53ts 32C kill: 1%
  IkB signaling: 3.9%
  Peg3 imprint: -21%[10.9 µM]

COc1ncc2nc(C)c(=O)n(C3CC3)c2n1
  p53ts 39C tox: 3%
  p53ts 32C kill: 10%
  IkB signaling: -0.8%[11.4 µM]
  Peg3 imprint: ?

Next structures follow.
structure | p53ts 39C tox | p53ts 32C kill | IkB signaling | Peg3 imprint
FC(F)(F)c1cccc(CN2CCCCCC2)c1 | 1% | 2% | / | /
Cc1ccnc(SCC(=O)N2CCC(C(N)=O)CC2)n1 | -10% | -17% | -3.7% | -9%
Fc1ccccc1N1CCN(C(c2ccncc2)c2nnnn2C2CCCC2)CC1 (centres undefined) | -8% | 5% | 1.0% | -10%
Cc1ccc(S(=O)(=O)N2CCN(Cc3cc(C(C)C)ccc3O)CC2)cc1 | -3% | 2% | 2.1% | -7%
C#CCCCO/N=C1/[C@H]2O[C@@H]2[C@@H](O)[C@H]2[C@H]1CCn1c(=O)n([C@@H](CC)c3ccccc3)c(=O)n12 | 10%[9.22 µM] | 10%[9.22 µM] | / | /
CCNc1ncc2nc(-c3cc(F)cc(F)c3)c(=O)n(-c3ccc(OC)cc3)c2n1 | 1% | 1% | 2.5%[11.4 µM] | /
N#Cc1c(OCC(=O)c2ccccc2)nc2c(c1-c1ccco1)CCc1ccccc1-2 | 19% | 5% | / | /
O=C(COc1ccc(S(=O)(=O)NC2CCCCC2)cc1Cl)NCc1cccnc1 | 1% | 6% | 2.9% | -11%
Cc1ccccc1-n1ncc2c(SCC(=O)NCc3cccs3)ncnc21 | -20% | 9% | ? | -24%
Cc1ccc(Cl)cc1N(C)C(=O)c1cc2ccc3cccnc3c2[nH]1 | 25µM* | 19% | ? | 17%[10.9 µM]
Cc1cccc(C)c1-n1ncc(C(=O)NCCCN2CCC(C)CC2)c1C1CCN(C(=O)OC(C)(C)C)CC1 | -1% | 0% | ? | -4%[10.9 µM]
COc1cccc(N=C2SC(C(=O)Nc3cccc(Cl)c3)CC(=O)N2C)c1 (centres undefined) | ? | ? | ? | -9%[10.9 µM]
CCOC(=O)c1ccc(NC(=O)CCn2c(=O)c3cccn3c3cccnc32)cc1 | -11% | 0% | -1.1% | -10%[10.9 µM]
Cc1ccc(C(=O)Nc2nnc(-c3cccs3)s2)cc1C | 11% | 2% | -1.9% | -9%
O=C(c1ccco1)c1cn(CC(=O)N2CCCc3ccccc32)c2ccccc12 | 9% | 22% | 0.9% | -16%
Cc1cccc(N2CCN(S(=O)(=O)c3ccc4c(c3)CCCN4C(=O)C3CCC3)CC2)c1C | -4% | 1% | 0.4% | -9%[10.9 µM]
Cc1ccc(N2CCn3c2nc2c3c(=O)n(Cc3cccc(Cl)c3)c(=O)n2C)cc1C | 17% | -4% | 0.4% | -10%[10.9 µM]
Cn1cc(C(=O)NCc2ccc(F)cc2)c(=O)c2cc(S(=O)(=O)N3CCCCC3)ccc21 | -10% | 2% | -1.1% | -6%[10.9 µM]
CCc1nc2ccc(C(=O)N3CCN(c4ccc(Cl)cc4)CC3)cc2nc1CC | ? | -11% | ? | -9%[10.9 µM]
C1=C(C(c2nnnn2C2CCCCC2)N2CCCCC2)COc2ccccc21 (centres undefined) | 5% | 3% | 1.5% | -5%
COc1ccccc1NC(=O)CN1C(=O)C(c2ccc(F)cc2)=NC12CCCCC2 | -29% | -13% | -0.7% | 9%[10.9 µM]
CC(C)(C)c1cc(/C=C(\C#N)C(N)=S)cc(C(C)(C)C)c1O | 18% | 22% | ? | -17%
Cc1ccc(-c2nc3ccccc3o2)cc1NC(=S)NC(=O)c1cc2ccccc2o1 | -1% | 8% | / | /
CCCCN(CC)C(=O)c1ccc2c(c1)NC(=O)c1ccccc1S2 | ? | 4% | ? | -13%[10.9 µM]
Cc1nc(N2CCN(c3ccccc3)CC2)[nH]c(=O)c1Cc1cccc2ccccc12 | -8% | 7% | -0.2% | 5%
Cn1cccc1C(=O)N1CCC2(CCCN(c3ccncc3)C2)CC1 | -2% | -13% | 1.7%[11.4 µM] | /
CCN(CC)C(=O)CSc1nnc(-c2cccs2)n1Cc1ccco1 | -5% | 4% | 1.1% | -7%
O=C(CSc1nnc(CNC(=O)c2ccco2)o1)NC1CCCC1 | 5% | 29% | -1.5% | -2%
COC(=O)CC(=O)CSc1nc2c(cc1C#N)CCCCC2 | ? | ? | -0.3% | ?
Cc1ccc2[nH]c(=O)c(C(c3nnnn3CCc3ccccc3)N3CCOCC3)cc2c1 (centres undefined) | -1% | 4% | 0.7% | 4%
CSc1ccc(CCNC(=O)Cn2ccc3cc(S(=O)(=O)N4CCCCCC4)ccc32)cc1 | -14% | 4% | ? | -10%[10.9 µM]
O=S(=O)(Cc1ccccc1)N1CCc2ccccc2C1 | 5% | 2% | -1.4% | -10%
COC(=O)c1c(C(=O)OC)c2ccncn2c1Cl | -4% | -6% | -0.2% | 8%
O=C1N(S(=O)(=O)c2ccccc2F)C(=O)C2(CCCC2)N1S(=O)(=O)c1ccccc1F | 4% | -6% | 1.4% | -1%
Cn1c(Cn2nnc3ccccc32)nnc1SCC(=O)N1c2ccccc2CCc2ccccc21 | -2% | 5% | 0.7% | -13%
Cc1cccc(NC(=O)C2CCCN2S(=O)(=O)c2cccc3cccnc23)c1 (centres undefined) | -5% | 3% | -0.2% | -10%

Limited to IkB signaling, p53ts 39C tox and Peg3 imprint, for 3 of the compounds above:
Molecule,IkB signaling,p53ts 39C tox,Peg3 imprint
COC(=O)CC(=O)CSc1nc2c(cc1C#N)CCCCC2,-0.3%,?,?
Cn1cccc1C(=O)N1CCC2(CCCN(c3ccncc3)C2)CC1,1.7%[11.4 µM],-2%,/
O=C1N(S(=O)(=O)c2ccccc2F)C(=O)C2(CCCC2)N1S(=O)(=O)c1ccccc1F,1.4%,4%,-1%

Following part
structure | p53ts 39C tox | p53ts 32C kill | IkB signaling | Peg3 imprint
Cn1c(NC(=O)c2ccc(C(C)(C)C)cc2)cc(=O)n(C)c1=O | 11% | -11% | -1.1% | -13%
O=C1C(C=NCCCn2ccnc2)=C(O)c2ccccc21 | 7% | -3% | 0.2% | -7%
CCOC(=O)c1c(NC(=O)OC)sc(C(=O)N(C)C)c1C | 1% | 8% | -1.6% | -11%
COC(=O)c1[nH]c2ccc(C)cc2c1NC(=O)Nc1ccccc1OC | -25% | -20% | 37% | -7%

Some of the entries above in another layout:
Results follow in this order: p53ts 39C tox, p53ts 32C kill, IkB signaling, Peg3 imprint
CCOC(=O)c1c(NC(=O)OC)sc(C(=O)N(C)C)c1C
  1%, 8%, -1.6%, -11%
Cn1c(NC(=O)c2ccc(C(C)(C)C)cc2)cc(=O)n(C)c1=O
  11%, -11%, -1.1%, -13%
